Screens deposited in PubChem by several laboratories.
MT stabilizer: microtubule stabilizers in HeLa cells; HeLa tubulin immunostaining HCS, 24 h; share of cells brighter than vehicle mean+2SD; % tubulin-high responders, % at 10 µM; actives 0.83% (n = 200,000);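 active means plate Z-score above 3 for both tubulin-high and condensed-nucleus cell shares, with cell loss under 80%, at 10 µM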;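 further: anti alpha tubulin signal scored within the nucleus-defined area of each cell; some results filed as inactive read as strong as hits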
T cell HTS: T cell immune modulators affecting CD8 T cell-vesicle binding. 2C CD8+ T cell-vesicle binding, flow cytometry; active compounds read low. calls only at 7 µM. actives 0.068% (n = 330,000);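 active means response, share of CD8 T cells binding vesicles, and their 90th percentile fluorescence all below set limits, cut at about 80% in these data, passing the limit was not always enough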
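Assay system: 2C TCR transgenic mouse naive CD8+ T cells, MACS-purified | Read-out: CD8+ gate FL2 mean fluorescence as % of same-row positive control | Signal: High-throughput flow cytometry with anti-B7-1 and anti-CD8 staining | Timing: Binding step 1.5 h, 37 °C, antibody labelling 20 min, ice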
Insulin prom up: MIN6 insulin promoter up-regulation; MIN6 insulin promoter-GFP reporter, high-content imaging; active compounds read high; z-score at 5 µM; actives 0.3% (n = 190,000);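 active means z-score above 3 at 5 µM with at least 500 cells counted in the well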
West Nile antiviral: West Nile virus antiviral activity, cell-based, CPE readout (AID 1621); West Nile virus-infected cells, CPE inhibition; higher % means a stronger effect; CPE inhibition, % at 10 µM, or IC50 in µM where a hit was titrated; actives 0.02% (n = 290,000); in the data active means a potency from the dose series; further: strong numbers were not always called active
WT yeast gro inh: growth inhibition of WT yeast, mitochondrial fusion screen | mitochondrial fusion phenotypic screen, WT strain | actives 2.1% (n = 190,000) | inhibition, % at 10 µM; in the data active means inhibition above about 58%; tested in S. cerevisiae
Myeloid diff 2: promotes myeloid progenitor differentiation; ER-HoxA9 myeloid progenitors, lysozyme-GFP differentiation, flow cytometry; calls only at 10 µM; actives 1% (n = 360,000); AID 624256;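 active means normalized GFP-positive differentiation at or above the plate's own cutoff, the solvent-only control mean plus 3 SD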;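 further: cells exposed to compound for four days before flow analysis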
Lipid droplet: hepatic lipid droplet formation modulation | inhibition, % at 6.5 µM | AML12 mouse hepatocytes, oleate lipid droplets, BODIPY imaging | actives 0.4% (n = 240,000) | AID 1656;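 active means lipid droplet intensity inhibited by at least 50%, with more than 500 cells counted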
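Material – mouse AML12 hepatocyte cell line, fixed after treatment · Compound dosing – one dose, 6.5 µM compound · Times – compound with oleate, overnight · Measured by – Image-based BODIPY and DAPI two-channel analysis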
b-catenin transl: beta-catenin nuclear translocation modulation | HeLa beta-catenin nuclear translocation, immunofluorescence imaging | nuclear translocation activity, % at 5 µM | actives 0.3% (n = 190,000);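 active means nuclear translocation activity above 50% at 5 µM, with a well cell count of 50 or more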;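 further: per-cell ratio of nuclear to cytoplasmic median beta-catenin stain intensity; plate controls were DMSO negative control for no effect and GSK-3 inhibitor IX positive control for full effect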
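Signal – beta-catenin immunofluorescence imaging with DAPI · Test system – human HeLa cell line · Dosing – 5 µM primary single dose, 0.1% DMSO, 0.02–20 µM confirmation series · Measure – % activation, nuclear-to-cytoplasmic median beta-catenin signal ratio per cell · Incubation – 24 h compound exposure at 37°C, 5% CO2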
Autophagy mod: modulators of autophagy; MEF GFP-LC3 puncta imaging; test concentration mostly 10 µM; calls only at 10 µM (by protocol); actives 0.98% (n = 190,000); AID 463193;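 active means percentage of spot-positive cells more than 3 SD above its plate mean, without a fluorescence outlier flag or 80% toxicity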;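 further: spot-positive cell cutoff set from DMSO-treated cells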
WT yeast gro inh mutant strain: recorded beside WT yeast gro inh, whose call it bears; inhibition, %; mitochondrial fusion phenotypic screen, mutant strain inhibition
Insulin prom up cell count: second read-out of Insulin prom up, no call of its own (marks repeat the call); cell count; measured here: cytotoxicity, nuclei count;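 total cells summed across four imaged fields per well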
Lipid droplet cells 6.5 µM: recorded beside Lipid droplet, whose call it bears; cell count; measured here: cell count, cytotoxicity flag;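 cells counted across two imaged fields per well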
b-catenin transl cell count 5 µM: further read-out of b-catenin transl, marked with its call; cell count; measured here: cell count, cytotoxicity flag
T cell HTS vesicle-bound %: second read-out of T cell HTS, no call of its own (marks repeat the call); double positive events, %; measured here: CD8+ vesicle-bound cell fraction;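 binding gate set so that unloaded-vesicle control wells show 10% double positive cells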
MT stabilizer Hoechst-high %: recorded beside MT stabilizer, whose call it bears; % Hoechst-high responders; measured here: nuclear condensation Hoechst responders;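 share of cells brighter than vehicle mean plus two SD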
MT stabilizer cytotoxicity %: recorded beside MT stabilizer, whose call it bears; toxicity, %; measured here: cytotoxicity by cell density;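 0% = mean cell density of plate MIN control wells and 100% = no cells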
Autophagy mod cell loss 18 h: further read-out of Autophagy mod, marked with its call; toxicity, %; measured here: cell loss, nuclei count;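 cell loss after 18 h compound exposure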
Myeloid diff 2 GFP+ MAC1+ %: further read-out of Myeloid diff 2, marked with its call; GFP+ MAC1+ double positive, %; measured here: differentiation confirmed by MAC1 staining
Active calls of the source: *; i = inactive; · = not tested or not shown; + = active, no number. Compounds as they come, and some 3.9% of all compounds hit somewhere here.

molecule	MT stabilizer	MT stabilizer Hoechst-high %	MT stabilizer cytotoxicity %	T cell HTS	T cell HTS vesicle-bound %	Insulin prom up	Insulin prom up cell count	West Nile antiviral	WT yeast gro inh	WT yeast gro inh mutant strain	Myeloid diff 2	Myeloid diff 2 GFP+ MAC1+ %	Lipid droplet	Lipid droplet cells 6.5 µM	b-catenin transl	b-catenin transl cell count 5 µM	Autophagy mod	Autophagy mod cell loss 18 h
Cn1c(=O)c2c(nc(N3CCN(C(=O)c4ccco4)CC3)n2CCSc2ncccn2)n(C)c1=O	2.4	1.2	4.2	i	37	0.72	1303	0.4%	6	0	i	0.2	3	658	-2.0	1068	i	7
CCOc1cc(C2c3c(oc4cc(C)c(Cl)cc4c3=O)C(=O)N2Cc2ccco2)ccc1O (stereo unspecified)	5.6	1.5	0.7	i	30	-0.1	1414	-0.6%	16	4	i	2.2	·	·	-2.4	1028	+	13*
COc1ccc(S(=O)(=O)Nc2c(C)nc3nc(C)[nH]n3c2=O)cc1	·	·	·	i	32	·	·	0.0%	·	·	i	0.3	-2	826	·	·	·	·
S=c1[nH]nc(CSc2nc3ccccc3s2)o1	1.9	1.1	5.9	i	50	-0.77	1243	0.0%	-2	-4	i	1.0	·	·	-3.6	993	i	-25
CC(=O)c1ccc(OC(=O)CCc2nc3ccccc3s2)cc1	2.9	1.9	25	i	52	-0.16	1329	1.9%	5	-5	i	0.4	1	713	0.2	1140	i	-11
O=C(c1ccccc1)c1ccc2c(c1)OCCCO2	·	·	·	i	53	0.44	1155	-0.3%	·	·	i	0.9	6	768	-0.2	1322	·	·
O=C(CSC1=NCCS1)NC(c1ccccc1)c1ccccc1	2.6	3.7	1.0	i	36	0.99	1185	-0.7%	-6	-24	i	0.5	-15	523	3.2	576	i	-2
COc1ccc(C2CC(C(F)(F)F)n3nc(C(=O)NCCCn4ccnc4)cc3N2)cc1OC (stereo unspecified)	4.1	2.3	5.2	i	18	0.33	1307	-0.2%	5	9	i	0.5	-1	749	·	·	i	10
N#CCCn1cc(/C=C/C(=O)O)c(-c2ccc(F)cc2)n1	2.2	1.8	1.5	i	17	-0.61	1221	-0.2%	-15	-14	i	0.0	-3	683	0.3	1070	i	-1
COc1ccc(CC(=O)Nc2ccc(S(=O)(=O)Nc3nc(C)cc(C)n3)cc2)cc1	1.7	1.5	6.1	i	27	-1.1	847	0.2%	3	3	i	1.0	-2	726	-5.4	1277	i	16
COc1ccc(C)cc1NC(=O)c1ccoc1C	0.8	1.9	6.0	i	20	1.6	1021	-0.3%	-9	0	i	0.6	·	·	-4.2	894	i	-4
COc1ccc(/C=C/c2cc(C(F)(F)F)[nH]c(=O)n2)cc1OC	3.7	2.1	5.0	i	60	1.2	1181	0.1%	-17	9	i	0.1	16	666	5.9	1435	i	1
O=C(c1ccc2c(c1)[nH]c(=S)n1c3ccccc3nc21)N1CCN(c2cccc(Cl)c2)CC1	3.1	7.2	7.4	i	46	-1	1459	-1.1%	5	-14	i	0.1	0	729	-0.4	712	i	-6
CCNC(=S)N1CCc2cc(OC)c(OC)cc2C1COc1ccc(F)cc1 (stereo unspecified)	2.6	2.2	4.6	i	33	-0.39	1146	0.4%	-11	-15	i	0.8	60*	687*	-2.7	1016	i	12
O=Cc1cccn1-c1sc2c(c1C(=O)O)CCCC2	1.2	3.8	11	i	30	0.13	1190	1.0%	-22	-1	i	1.9	-1	649	-0.4	568	i	2
O=C(NCCOc1ccc(F)cc1)C1CCC(=O)N(CCCN2CCOCC2)C1 (stereo unspecified)	·	·	·	i	61	·	·	-0.6%	·	·	i	3.2	14	690	·	·	·	·
CCOC(=O)C1CCN(Cc2nc3ccc(Cl)cc3n2CCO)CC1	2.6	2.3	11	i	35	-0.29	1637	-0.9%	-4	38	i	0.7	·	·	-0.1	1330	i	6
Clc1ccc(CSc2nnc([C@@H]3CCCN3)o2)cc1	5.0	3.1	3.9	i	50	·	·	-0.1%	4	17	i	0.4	·	·	-2.7	1015	i	12
O=C(CN(c1cccc([N+](=O)[O-])c1)S(=O)(=O)c1ccccc1)N1CCCCC1	·	·	·	i	18	·	·	-0.7%	·	·	i	0.4	-9	836	·	·	·	·
O=C([C@H](Cc1ccccc1)N1C(=O)c2ccccc2C1=O)N1CCOCC1	·	·	·	i	28	·	·	-0.2%	·	·	i	0.6	-1	732	·	·	·	·
O=c1[nH]cnc2c1nc(NCc1ccccc1)n2C1O[C@@H](CO)[C@H](O)[C@@H]1O (stereo partly specified)	·	·	·	i	56	·	·	1.3%	·	·	i	0.3	-5	823	·	·	·	·
Cc1ccc(/C=C/C(=O)O)cc1S(=O)(=O)N1CCC(Cc2ccccc2)CC1	·	·	·	i	54	-0.09	1088	0.3%	·	·	i	0.6	13	685	0.4	1269	·	·
CCOc1ccccc1-n1c(SCC(=O)N2CCCC2)nnc1-c1ccoc1C	5.9	3.0	2.4	i	33	0.75	1132	1.3%	17	9	i	0.3	·	·	-1.7	686	i	11
O=C(/C=C/c1ccco1)Nc1cccc(C(=O)Nc2ccccc2C(=O)O)c1	·	·	·	i	42	0.97	1410	-0.4%	·	·	i	0.5	-4	683	1.1	1255	·	·
CCCc1[nH]nc2c1C(c1cc(OC)cc(OC)c1)C(C#N)=C(N)O2 (stereo unspecified)	2.4	1.1	9.5	i	41	0.31	849	-0.4%	12	-5	i	0.2	-9	692	-0.5	1061	i	3
COCCSc1nnc(NC(=O)CS(=O)(=O)c2ccc(C)cc2)s1	·	·	·	i	47	·	·	-0.1%	·	·	i	0.9	25	839	·	·	·	·
COc1ccc(CCNc2nc(N3CCOCC3)nc(N3CCOCC3)n2)cc1OC	4.6	2.7	5.7	i	33	·	·	-0.1%	6	7	i	1.1	-2	681	0.7	1001	i	-5
O=C(CSc1ccc(-c2cccs2)nn1)N1CCCCCC1	3.9	2.4	6.9	i	1	-0.19	1474	-0.9%	-40	-20	i	0.5	-18	530	-1.2	1172	i	1
CCc1cc2ccccc2nc1SCC(=O)Nc1cc(OC)c(OC)cc1C(=O)O	3.0	2.0	3.3	i	55	·	·	0.1%	11	-15	i	0.2	0	478	1.4	953	i	0
COc1ccc(CNCc2cn(-c3cccc(F)c3)nc2-c2ccc(C)o2)cc1	3.5	2.1	5.8	i	23	-1.8	1143	-1.1%	71*	45*	i	1.0	-18	638	1.6	978	i	22
CN1C(=O)[C@H]2[C@@H](C3CC3)N3C(=O)CN(CCO)C(=O)[C@@]3(Cc3ccccc3)[C@H]2C1=O	·	·	·	i	32	·	·	-0.1%	·	·	i	0.6	3	819	·	·	·	·
Cc1ccc(OCc2nc(C#N)c(NCCCn3ccnc3)o2)cc1	2.1	2.5	8.2	i	31	-1.9	1428	-0.7%	1	-13	i	0.9	·	·	2.7	1436	i	22
Cc1ccc(CN2CCN(Cc3c[nH]c4ccccc34)CC2CCO)o1 (stereo unspecified)	2.6	1.5	4.0	i	28	0.64	1411	-0.3%	-3	-5	i	0.3	-4	692	-1.9	1064	i	-13
CCC(C)[C@H](N)c1nnc(SCC(=O)c2ccc(Cl)cc2)o1 (stereo partly specified)	1.1	1.3	6.6	i	10	1.1	850	0.5%	-9	5	i	2.3	-6	777	-1.6	1130	i	-5

Profiles, looked up by structure.
CC(=O)c1ccc(OC(=O)CCc2nc3ccccc3s2)cc1 is listed with MT stabilizer: 2.9; MT stabilizer Hoechst-high %: 1.9; MT stabilizer cytotoxicity %: 25; T cell HTS: i; T cell HTS vesicle-bound %: 52; Insulin prom up: -0.16; Insulin prom up cell count: 1329; West Nile antiviral: 1.9%; WT yeast gro inh: 5; WT yeast gro inh mutant strain: -5; Myeloid diff 2: i; Myeloid diff 2 GFP+ MAC1+ %: 0.4; Lipid droplet: 1; Lipid droplet cells 6.5 µM: 713; b-catenin transl: 0.2; b-catenin transl cell count 5 µM: 1140; Autophagy mod: i; Autophagy mod cell loss 18 h: -11
Cn1c(=O)c2c(nc(N3CCN(C(=O)c4ccco4)CC3)n2CCSc2ncccn2)n(C)c1=O is listed with MT stabilizer: 2.4; MT stabilizer Hoechst-high %: 1.2; MT stabilizer cytotoxicity %: 4.2; T cell HTS: i; T cell HTS vesicle-bound %: 37; Insulin prom up: 0.72; Insulin prom up cell count: 1303; West Nile antiviral: 0.4%; WT yeast gro inh: 6; WT yeast gro inh mutant strain: 0; Myeloid diff 2: i; Myeloid diff 2 GFP+ MAC1+ %: 0.2; Lipid droplet: 3; Lipid droplet cells 6.5 µM: 658; b-catenin transl: -2.0; b-catenin transl cell count 5 µM: 1068; Autophagy mod: i; Autophagy mod cell loss 18 h: 7
